Compound activity as filed in PubChem BioAssay.
ABCB6 inh MLPCN = ABCB6 transporter inhibitors, primary screen, K562-ABCB6 cells, flow cytometry, MLPCN library; fluorescence ratio to DMSO, % at 10 µM; hit rate 0.19% among 360,000; K562-ABCB6 porphyrin accumulation, 1 h; hits give low values; ATP-binding cassette sub-family B member 6 (Homo sapiens), Q9NP58;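 active means fluorescence ratio to DMSO below 75%, the collection mean minus 3 SD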;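 further: signal is porphyrin accumulated inside mitochondria; 100% equals median channel fluorescence of DMSO control wells; lower ratio means ABCB6 inhibition with less porphyrin fluorescence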
aDG glyco act = activators of alpha-DG glycosylation, primary screen, uHTS, Pro5-aDG cells, AlphaScreen | alpha-DG glycosylation AlphaScreen (IIH6); 0% Pro5, 100% B10-LARGE cell signal | activation, % at 10 µM | hit rate 0.22% among 360,000;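 active means activation of at least 8% versus controls, or a plate z-score of at least 8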;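 further: Pro5 are CHO cells carrying HIG-tagged alpha-DG that lacks glycosylation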
Cardio protect = cardioprotection against H2O2-induced cell death, primary screen, uHTS, H9c2 cells, ATPLite luminescence. H9c2 cardiomyocytes, H2O2 injury protection, 2 h. protection from H2O2 cell death, % at 20 µM. hit rate 0.63% among 360,000. AID 588492, 2011;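 active means compounds giving at least 50% protection of heart cells from peroxide-induced death in the single-dose screen, raw or plate-pattern-corrected value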;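 further: 0% = DMSO wells with peroxide and 100% = DMSO wells without peroxide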
CaV13 ICDI inh = Disruptors of the CACNA1D IQ motif to Ca2+-dependent inactivation inhibitor domain association, primary screening, Förster resonance energy transfer in intact living …; HEK cells, CFP/YFP FRET ICDI-IQ, plate reader, 10 min; percent FRET-ratio fall versus neutral wells; inhibition, % at 12.3 µM; hit rate 0.098% among 340,000;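 active means mean replicate inhibition of at least 30% and at least 1% of replicates passing that level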;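 further: 0% = median of the neutral control wells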
HTR2A ag = mouse Htr2a agonists via beta-arrestin recruitment, primary screen, cell-based, luminescence; 5-hydroxytryptamine receptor 2A (Mus musculus), P35363; CHO-K1 mHTR2A beta-arrestin complementation; percent of 30 µM serotonin response; activation, % at 7.6 µM; hit rate 0.66% among 360,000;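 active means activation above a run cutoff, the mean activation of all tested compounds plus 3 SD, cut at about 14% in these data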;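 further: 0% = plate median of compound wells and 100% = 30 µM serotonin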
MC4R barr agon = MC4R agonists recruiting beta-arrestin, primary screen, cell-based, luminescence, agonist arm of biased-ligand search; Melanocortin receptor 4 (Homo sapiens), P32245; U2OS MC4R beta-arrestin complementation; percent of melanotan II response, DMSO zero; activation, % at 8.9 µM; hit rate 0.98% among 360,000; AID 540308, 2011;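 active means activation above a per-plate cutoff, the mean activation of sample wells on that plate plus 3 SD, cut at about 8% in these data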
Target sequence (P32245 whole entry, looked up): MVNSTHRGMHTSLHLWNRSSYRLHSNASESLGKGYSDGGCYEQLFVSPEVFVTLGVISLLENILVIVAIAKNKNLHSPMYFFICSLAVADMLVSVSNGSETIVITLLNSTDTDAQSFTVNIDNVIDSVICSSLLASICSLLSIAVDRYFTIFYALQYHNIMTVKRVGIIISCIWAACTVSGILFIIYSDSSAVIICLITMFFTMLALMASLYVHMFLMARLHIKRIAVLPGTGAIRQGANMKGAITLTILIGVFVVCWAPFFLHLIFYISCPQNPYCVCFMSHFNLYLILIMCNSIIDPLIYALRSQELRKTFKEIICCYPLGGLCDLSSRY
MC4R antagonist = MC4R antagonists of cAMP signaling, primary screen, cell-based, TR-FRET, antagonist arm of biased-ligand search; hit rate 0.48% among 360,000; MC4R-expressing cells, MTII-stimulated cAMP, LANCE TR-FRET; Melanocortin receptor 4 (Homo sapiens), P32245; AID 540295, 2011; inhibition, % at 6.5 µM;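 active means inhibition above its plate's cutoff, the mean of tested wells on that plate plus 3 SD, cut at about 29% in these data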;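 further: 0% = Melanotan II alone and 100% = Melanotan II plus saturating MCL0020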
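Assay system: U2OS cells stably expressing human melanocortin 4 receptor (MC4R) / Dosing: 6.5 µM / Timing: compound 30 min, challenge 1 h, detection 1 h / Measured by: Eu-cAMP/anti-cAMP TR-FRET, emission 671 nm / Replicates: singlicate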
Vif imaging = HIV Vif self-association inhibitors, primary screen, imaging, HEK293T, single point; HEK293T cells, Vif self-association by quenched fluorescence, 24 h; inhibition, % at 7.49 µM; hit rate 0.35% among 340,000; AID 602346, 2012; in the data active means inhibition above about 50%, passing the limit was not always enough; further: some results filed as inactive read as strong as hits
N-glyco inh = increase of ERlucT glycosylation luciferase signal, primary screen, N-linked glycosylation inhibitor project, D54 ERlucT cells, luminescence, set 2; D54 ERlucT glycosylation luciferase reporter, 24 h; percent of 100 nM tunicamycin response; hit rate 0.23% among 360,000; reporter increase, % at 12.5 µM;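 active means mean luciferase reporter signal, scaled so untreated is 0 and the glycosylation-blocking control 100, at or above a set limit in every replicate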;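 further: luciferase carries N-glycosylation sites so blocking glycosylation raises the light; 0% = median of neutral control wells and 100% = median of 100 nM tunicamycin wells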
PDI inh = inhibitors of human PDI, primary screen, biochemical, turbidity, single point, plate reader; AID 588391, 2011; hit rate 0.052% among 350,000; PDI insulin aggregation turbidity, A650, 90 min; Protein disulfide-isomerase (Homo sapiens), P07237; inhibition, % at 10 µM;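 active means mean inhibition across replicates of 30% or more, whatever share of single replicates reach that level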;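 further: absorbance from insulin aggregation driven by PDI reduction with DTT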
Target sequence (P07237 whole entry, looked up): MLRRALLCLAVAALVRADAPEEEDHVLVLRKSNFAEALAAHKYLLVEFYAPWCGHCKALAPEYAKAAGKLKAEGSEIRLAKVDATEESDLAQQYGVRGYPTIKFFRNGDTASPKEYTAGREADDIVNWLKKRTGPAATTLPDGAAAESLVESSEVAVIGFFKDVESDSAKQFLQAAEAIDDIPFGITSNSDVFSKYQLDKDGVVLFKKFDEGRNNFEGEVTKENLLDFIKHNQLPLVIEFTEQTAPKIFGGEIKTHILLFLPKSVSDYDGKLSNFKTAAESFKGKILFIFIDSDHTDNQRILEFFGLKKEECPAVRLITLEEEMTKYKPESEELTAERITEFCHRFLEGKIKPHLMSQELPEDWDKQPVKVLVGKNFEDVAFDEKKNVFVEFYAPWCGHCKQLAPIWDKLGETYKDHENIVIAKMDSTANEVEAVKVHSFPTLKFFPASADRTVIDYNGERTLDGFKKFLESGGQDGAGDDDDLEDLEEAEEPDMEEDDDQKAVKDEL
An asterisk follows results filed as active; nt = not tested or not shown.

SMILES | ABCB6 inh MLPCN | aDG glyco act | Cardio protect | CaV13 ICDI inh | HTR2A ag | MC4R barr agon | MC4R antagonist | Vif imaging | N-glyco inh | PDI inh
Cc1cc2c(cc1S(=O)(=O)CCC(=O)NC1CCC(C)CC1)OCC(=O)N2 (stereo not drawn) | 93 | -0.1 | -3 | -7 | 6 | -0.8 | 9 | -4 | -2 | nt
Cc1cc(C(=O)O)c(S(C)(=O)=O)s1 | 98 | -0.2 | 6 | -5 | 8 | -2.2 | -2 | -4 | 2 | -2
COc1ccc(NC(=O)CN(C)C(=O)Cc2ccc(-c3ccccc3)cc2)cc1 | 94 | -0.1 | -7 | -3 | 1 | -3.5 | -2 | 9 | -4 | -4
COC(=O)C(c1ccccc1)C(C(=O)OC)c1ccccc1 (stereo not drawn) | 95 | 0.1 | 14 | -16 | 3 | -1.4 | 7 | -9 | 0 | 3
O=S(=O)(Nc1ncccn1)c1ccc(-n2cnnn2)cc1 | 92 | -0.1 | 6 | 2 | 2 | -0.6 | 7 | 3 | 1 | 9
C/C(=N\NC(=O)C1CC1)c1ccc(OC(F)F)cc1OC(F)F | 101 | 0.0 | -3 | -3 | 6 | 0.7 | 19 | -4 | 2 | 2
CCN1CCN(c2nc(N)c([N+](=O)[O-])c(Nc3cccc(C)c3)n2)CC1 | 96 | -0.3 | -1 | -3 | -7 | 0.0 | 4 | -11 | 14 | -14
CC1CCC(C(C)C)C(OC(=O)C[n+]2cc(-c3ccc(Cl)cc3)n3c2CCCCC3)C1 (stereo not drawn) | 98 | 0.0 | -26 | -7 | 0 | 34* | 8 | 1 | 4 | 1
Cc1ccc2c(CC(=O)OCC(=O)Nc3ccc(Cl)cn3)coc2c1 | 101 | 0.0 | 2 | -4 | 0 | 3.0 | 17 | -8 | 4 | 9
Oc1ccccc1C(=S)N1CCN(C(=S)c2ccccc2O)CC1 | 102 | 0.0 | 4 | -3 | 4 | -0.3 | 13 | 7 | -2 | 1
COC(=O)/C(C#N)=C/c1cc(C)sc1C | 98 | 0.1 | 0 | -3 | 2 | -0.2 | 8 | -1 | 0 | -1
COc1ccc(NC(=O)CSc2nnc(C3CC3)n2N)cc1 | 99 | -0.2 | -1 | -9 | 0 | 0.2 | 4 | nt | 0 | -3
Nc1ccn([C@@H]2O[C@H](CNCc3cccc4c3sc3ccccc34)[C@@H](O)[C@H]2O)c(=O)n1 | 98 | 0.0 | 0 | -3 | -6 | 0.2 | 10 | nt | 3 | 3
CCOC(=O)N1CCN(Cc2cccs2)CC1 | 104 | -0.1 | 4 | -6 | 3 | -1.2 | 7 | -15 | -3 | 4
CC(C)Oc1ccc(C(=O)Nc2ccccc2N2CCCC2)cc1 | 109 | -0.5 | 2 | nt | -4 | 0.5 | 5 | -30 | 0 | -7
COc1cccc(CNC(=O)Cn2ccc3cc(S(=O)(=O)N4CCCC4)ccc32)c1OC | 99 | -0.2 | -4 | -7 | -1 | 1.2 | 6 | 2 | -2 | -1
Cc1ccccc1CS(=O)(=O)CCC(=O)NCCCN1CCOCC1 | 108 | -0.1 | -2 | -6 | -1 | -2.4 | -1 | 19 | -1 | -5
c1coc(-c2nc3nc4ccccc4nc3n2-c2ccc3c(c2)OCCO3)c1 | 102 | -0.1 | 25 | -4 | -4 | 0.0 | 10 | -5 | 2 | -8
CCC(=O)Nc1ccc(NC(=O)c2cccc(OC)c2)nc1 | 101 | 0.0 | -17 | -4 | 0 | -1.3 | -2 | -1 | 0 | -2
CC1(C)Cc2c(C#N)c(N)sc(=S)c2CS1 | 100 | 0.0 | 33 | -6 | -2 | -2.2 | 10 | 3 | 2 | -2
CCOC(=O)c1n[nH]n2c1nc(=O)c1ccccc12 | 104 | 0.0 | 3 | -19 | 11 | 1.2 | 11 | 14 | 1 | 1
CC(C)C(=O)N1CCC(n2nccc2NC(=O)CCc2ccccc2)CC1 | 97 | -0.4 | -4 | -3 | 0 | -1.5 | 0 | 0 | -1 | -1
Cc1cc2cc(CN(Cc3cccs3)Cc3nnnn3CC3CCCO3)c(=O)[nH]c2cc1C (stereo not drawn) | 96 | -0.6 | 7 | -9 | 2 | 1.1 | 15 | -1 | -1 | 0
COc1ccc(C(O)c2nc(-c3cnc4ccccc4c3)cs2)cc1 (stereo not drawn) | 95 | -0.3 | -1 | -5 | 0 | -1.5 | -1 | -3 | 3 | -5
Cn1nnc(C(O)CNCc2ccc(Cl)cc2)n1 (stereo not drawn) | 90 | 0.0 | 0 | -7 | 2 | -1.2 | 0 | 4 | 2 | -2

Among those listed so far, these contain an NH in an aromatic ring.
SMILES | ABCB6 inh MLPCN | aDG glyco act | Cardio protect | CaV13 ICDI inh | HTR2A ag | MC4R barr agon | MC4R antagonist | Vif imaging | N-glyco inh | PDI inh
CCOC(=O)c1n[nH]n2c1nc(=O)c1ccccc12 | 104 | 0.0 | 3 | -19 | 11 | 1.2 | 11 | 14 | 1 | 1
Cc1cc2cc(CN(Cc3cccs3)Cc3nnnn3CC3CCCO3)c(=O)[nH]c2cc1C (stereo not drawn) | 96 | -0.6 | 7 | -9 | 2 | 1.1 | 15 | -1 | -1 | 0

Next section:
SMILES | ABCB6 inh MLPCN | aDG glyco act | Cardio protect | CaV13 ICDI inh | HTR2A ag | MC4R barr agon | MC4R antagonist | Vif imaging | N-glyco inh | PDI inh
O=C(CCNS(=O)(=O)c1ccccc1)NNC(=O)c1csc(N2CCOCC2)n1 | 102 | -0.2 | 8 | -6 | 0 | 0.6 | 12 | -9 | 0 | -7
O=C(CCn1c(=O)sc2ccccc21)NCCCn1ccnc1 | 99 | -0.1 | 1 | -5 | -3 | -0.4 | 1 | 0 | 0 | 2
O=C(CCCN1C(=O)/C(=C/c2ccc(F)cc2)SC1=S)NC1CCS(=O)(=O)C1 (stereo not drawn) | 99 | 0.4 | -16 | -2 | 0 | -1.6 | 5 | -4 | 2 | 2
O=C(COC(=O)Cc1ccccc1F)Nc1ccc(Cl)cn1 | 94 | -0.5 | 6 | -4 | -3 | -3.4 | -2 | 21 | 1 | 1
COc1ccc(S(=O)(=O)N2CCOC2CNC(=O)C(=O)NCCc2ccccc2)cc1C (stereo not drawn) | 100 | -0.2 | -3 | -4 | 16* | -2.6 | 5 | -1 | 2 | nt
O=C(c1ccc(Cl)c(S(=O)(=O)N2CCOCC2)c1)N1CCN(c2ccccn2)CC1 | 99 | -0.2 | 15 | -2 | 4 | -1.7 | -2 | -5 | 1 | 1
O=C(COC(=O)c1cc(=O)c2ccccc2o1)NC1CCCC1 | 101 | 0.0 | 10 | 9 | -3 | -0.5 | 12 | 22 | 1 | 4
Cc1ccc(C(=O)NC2CCN(S(=O)(=O)c3ccc(C)cc3)CC2)cc1 | 99 | 0.0 | -4 | -6 | 1 | 4.4 | 2 | -2 | 2 | -4
Cc1ccc(C2C(C(=O)c3cccs3)=C(O)C(=O)N2CCN2CCOCC2)o1 (stereo not drawn) | 98 | 0.2 | -1 | -6 | 0 | -1.8 | -3 | -9 | 2 | 6
CC(=O)C1=C(O)C(=O)N(c2ccc(C)cc2)C1c1ccccn1 (stereo not drawn) | 102 | -0.1 | -12 | -4 | -5 | -2.0 | 0 | 40 | 3 | 5
O=C(O)CSc1nc2c(cnn2-c2ccccc2)c(=O)n1-c1ccc(Br)cc1 | 98 | 1.2 | -3 | -3 | 5 | -0.3 | 0 | -1 | 0 | 4
CC[C@@H](C(=O)[C@@H](C)[C@@H](O)[C@H](C)[C@@H]1O[C@@H]([C@@H](CC)C(=O)O)CC[C@@H]1C)[C@H]1O[C@]2(C=C[C@@H](O)[C@]3(CC[C@@](C)([C@H]4CC[C@](O)(CC)[C@H](C)O4)O3)O2)[C@H](C)C[C@@H]1C | 93 | -0.3 | -36 | -5 | 23* | 36* | 10 | -15 | -13 | 17
O=c1[nH]ncc(N2CCCC2)c1Cl | 106 | 0.2 | 44 | -6 | 9 | 0.2 | 7 | 8 | 3 | -4
Cc1cc(C(=O)CSc2nncs2)c(C)n1Cc1ccco1 | 92 | 0.0 | -17 | -5 | 9 | -1.5 | -6 | -6 | -12 | -6
Cc1cc(Oc2ccccc2)nc(SCC(=O)Nc2ccccc2)n1 | 94 | 0.4 | -9 | -5 | -3 | -1.2 | -1 | -4 | -5 | -3
CC(C)(C)c1ccc2cccc(F)c2n1 | 101 | -0.3 | 4 | -8 | -1 | nt | nt | nt | 2 | nt
CCOC(=O)N1CCN(CC(=O)Nc2ccc([N+](=O)[O-])cc2C(=O)Nc2ccccc2F)CC1 | 99 | -0.7 | 42 | -20 | 7 | 0.8 | 11 | 0 | -5 | -7
O=C(CSc1nncs1)NCCCc1ccccc1 | 98 | -0.1 | -1 | -3 | -3 | -2.1 | 25 | -1 | 0 | 5
CC(C)c1ccc2[nH]c(O)c(N=NC(=O)c3cccc(S(=O)(=O)Nc4ccc(Cl)cc4)c3)c2c1 | 95 | -0.1 | -2 | -3 | 3 | -0.6 | 4 | 2 | 7 | -8
O=S(=O)(CCc1nc2ccccc2s1)c1ccc(Cl)cc1 | 105 | -0.1 | -1 | -5 | 2 | -0.7 | -3 | 6 | 2 | 4
CCOC(=O)COc1ccc2c(c1)C(=O)CC(C)(C)O2 | 99 | 0.0 | 2 | -8 | 0 | 0.3 | 1 | -7 | -1 | 16
O=C(COC(=O)C1CC(=O)N(c2ccc3c(c2)OCCO3)C1)Nc1ccc2c(c1)CCC2 (stereo not drawn) | 97 | -0.3 | 6 | -7 | 3 | -0.3 | 19 | 0 | 0 | 9
O=C1NCC(c2ccccc2)C1C(=O)N/N=C/c1ccc(Cl)s1 (stereo not drawn) | 103 | -0.1 | 4 | -7 | 12 | -2.4 | -2 | -4 | 0 | -8
Cc1ccc(NC(=O)CCn2c(=O)c3cccn3c3ccccc32)c(C)c1 | 102 | 0.1 | 4 | -2 | -4 | -3.3 | 0 | 2 | 0 | 6
COc1ccc(C(=O)C2CCCN(C(=O)Cc3c(C)noc3C)C2)cc1OC (stereo not drawn) | 100 | 1.1 | -6 | -2 | 6 | 0.5 | -2 | 6 | 0 | -3
CC1(C)CC(/C=C/c2ccccc2)=Nc2ccccc2N1 | 100 | 0.3 | -15 | -3 | -3 | 1.1 | 9 | -6 | 0 | -6
Cc1c(Cl)cccc1NC(=O)Nc1c(C)n(C)n(-c2ccccc2)c1=O | 92 | -0.2 | -3 | -3 | -5 | -2.9 | 3 | nt | -2 | 10
CCC(=O)Oc1ccc(C(=O)Nc2cccc(NC(=O)c3ccco3)c2)cc1 | 87 | 0.0 | 0 | -6 | -7 | -1.7 | 4 | -4 | -2 | -20
